WRN inhibitor = WRN helicase (human) inhibition; WRN helicase unwinding, fluorescent forked duplex, kinetic; Potency, µM (titrated, usually from 114 µM), inactives show at the top dose activity change, negative = inhibition, usual class: inhibitors; 0.46% of 360,000 active; also: potency is read from the fitted curve at half-maximal effect; % is scaled to controls: 0 for no effect and ±100 for the full control effect; nearly all actives have a fitted effect of over 55% in size
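Kinetic fluorescence helicase assay: unwinding of a quenched forked DNA duplex (100 nM final) with 2 mM ATP final raises red fluorescence (525/598 nm). Compounds sat 15 min at room temperature with 20 nM WRN beforehand.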
IL2 activator = IL-2 activation | IL-2 activation reporter assay, cell-based qHTS; stimulated with anti-CD3/CD4/CD28 beads; in transgenic mouse T cells | activation, % (series mostly up to about 46 µM) | 0.065% of 360,000 active | AID 652025; in the data active = activation above about 50%; also: 0% is about no effect
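Using fluorescent plate cytometry, EGFP and DsRed are detected in transgenic mouse T cells stimulated 18 h at 37 degrees C with antibody-coated beads after 60 min compound pretreatment.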
PLK1 PBD inh = PLK1 (human) polo-box domain binding inhibition; Plk1 PBD binding of FITC phosphopeptide, fluorescence polarization; Potency, µM, for inactives: max response, negative = inhibition, most hits filed as inhibitors; 2.8% of 360,000 active; P53350; also: potency is read from the fitted curve at half-maximal effect; series mostly up to about 57 µM; % is scaled to controls: 0 for no effect and ±100 for the full control effect; nearly all actives have a fitted effect of over 65% in size
PI5P4Ka inh = inhibitors of human PI5P4K alpha; P48426; PI5P4Kalpha enzyme, ADP-Glo luminescence, 60 min; hits give low values; max response, %; 1.2% of 330,000 active; active = max response of -50% or lower; also: value at the top dose of about 77 µM; % is scaled to controls: 0 for no effect and ±100 for the full control effect
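ADP-Glo luminescence end-point after a 60 min room-temperature kinase reaction. PI5P4Kalpha and substrate in HEPES pH 7.4 buffer with EGTA, 0.1% CHAPS and 5% DMSO; ATP at 5 microM final.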
EPAC1 antag = antagonists of human EPAC1; O95398; AID 720709; Potency, µM (highest dose often 115 µM), for inactives: top-dose activity change, negative = inhibition, usual class: inhibitors; 0.14% of 360,000 active; EPAC1 GEF assay, Rap1b-BODIPY-GDP exchange fluorescence;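 also: potency is read from the fitted curve at half-maximal effect; plate controls were vehicle for no effect and positive control for full effect; nearly all actives have a fitted effect of over 50% in size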
EPAC2 ag = agonists of human EPAC2 (RAPGEF4); Q8WZA2; EPAC2 activation, biochemical qHTS; response scale: 100% = 6.5 mM cAMP response; Potency, µM (doses to about 154 µM), for the others: at the highest dose activation, hits mostly activators; 0.079% of 360,000 active; AID 720711; also: potency is read from the fitted curve at half-maximal effect; nearly all actives have a fitted effect of over 50% in size
Target sequence (Q8WZA2 whole entry, looked up): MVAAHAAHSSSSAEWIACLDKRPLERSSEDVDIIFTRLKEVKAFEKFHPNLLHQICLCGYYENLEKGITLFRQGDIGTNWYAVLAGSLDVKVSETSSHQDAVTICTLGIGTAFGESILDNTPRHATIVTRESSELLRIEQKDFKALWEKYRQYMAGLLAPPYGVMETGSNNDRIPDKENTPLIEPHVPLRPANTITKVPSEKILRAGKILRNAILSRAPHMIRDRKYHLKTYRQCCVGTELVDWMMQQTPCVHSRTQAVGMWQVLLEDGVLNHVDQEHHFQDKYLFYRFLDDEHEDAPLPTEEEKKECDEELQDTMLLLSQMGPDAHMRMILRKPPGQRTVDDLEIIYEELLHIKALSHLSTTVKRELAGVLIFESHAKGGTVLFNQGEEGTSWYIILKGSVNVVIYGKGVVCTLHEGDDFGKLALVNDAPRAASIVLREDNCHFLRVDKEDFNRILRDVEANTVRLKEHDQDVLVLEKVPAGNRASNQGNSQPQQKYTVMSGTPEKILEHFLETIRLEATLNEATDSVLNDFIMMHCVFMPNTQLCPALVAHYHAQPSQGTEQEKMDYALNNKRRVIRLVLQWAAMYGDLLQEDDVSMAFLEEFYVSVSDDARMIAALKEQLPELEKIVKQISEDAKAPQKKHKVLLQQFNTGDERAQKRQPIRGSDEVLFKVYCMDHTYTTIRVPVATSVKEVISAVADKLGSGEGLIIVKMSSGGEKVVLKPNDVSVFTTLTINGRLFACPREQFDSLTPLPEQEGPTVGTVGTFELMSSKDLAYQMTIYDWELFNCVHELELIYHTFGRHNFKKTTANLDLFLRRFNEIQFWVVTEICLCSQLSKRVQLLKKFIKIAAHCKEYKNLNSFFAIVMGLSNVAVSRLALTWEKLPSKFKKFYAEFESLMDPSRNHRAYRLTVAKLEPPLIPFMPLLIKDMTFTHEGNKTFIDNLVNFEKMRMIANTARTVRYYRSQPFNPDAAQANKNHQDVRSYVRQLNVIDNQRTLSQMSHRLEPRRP
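Readout is BODIPY fluorescence (480 nm excitation, 540 nm emission), which falls as labeled GDP is exchanged off Rap1B. EPAC2 at 100 nM acted on 250 nM RAP1B-BODIPY-GDP with 50 uM GDP present.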
EPAC1 ag = EPAC1 (human) agonism; Potency, µM (titrated, usually from 154 µM), for the others: top-dose activation, most hits filed as activators; 0.073% of 360,000 active; AID 720707; EPAC1 agonist qHTS, biochemical assay; response scale: 100% = response to 6.5 mM cAMP; also: potency is read from the fitted curve at half-maximal effect; nearly all actives have a fitted effect of over 60% in size
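Nucleotide exchange by EPAC1 (100 nM) on Rap1B–BODIPY-GDP (250 nM) in the presence of 50 uM GDP is tracked fluorescently at 480/540 nm over 30 min. Signals are normalized to a 6.5 mM cAMP control.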
CCT chaperon mod = modulators of cytosolic chaperonin (CCT/TRiC) activity. purified chaperonin ATPase assay, HTRF ADP detection, 30 min. activity change, % (no concentration beside the values), hits read low. AID 651819. 0.3% of 360,000 active; in the data active = activity change below about -30%; also: % is scaled to controls: 0 for no effect and ±100 for the full control effect
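Nucleotide hydrolysis assay: TRiC at 20–40 nM final (set by batch activity) with 10 uM ATP, 30 min at 37 °C, in presence of 76 uM compound. Detection by competitive ADP HTRF, 30 min ambient.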
An asterisk follows results filed as active; / = not tested or not shown; [ ] = another dose, or the depositor's remark. Unless noted, calls follow the shape of the dose curve; as a rule, active = well fitted curve in the direction sought with a large enough effect; inconclusive = small, poorly fitted or top-dose-only effect, or another doubt; inactive = no such curve, though single readings can be large; an effect the other way counts as inactive or inconclusive. An excerpt; rates above refer to the full screens.

SMILES	WRN inhibitor	IL2 activator	PLK1 PBD inh	PI5P4Ka inh	EPAC1 antag	EPAC2 ag	EPAC1 ag	CCT chaperon mod
CN1CCN(c2ncc(CN3C(=O)c4ccccc4C3=O)s2)CC1	-1%[57.1 µM]	-2.8	5%	3	15%	3%	-1%	1.5
O=C(NC12CC3CC(CC(C3)C1)C2)c1cc(F)c(F)c(F)c1F	1%	0.0	-6%	3	-4%	9%	14%	-1.3
COc1ccc(C)cc1NC(=O)C(OC(=O)c1cc(C)oc1C)c1ccccc1 (stereo not drawn)	0%	-3.3	-5%	2	-5%	-12%	5%	1.4
FC(F)(F)c1cnc(Oc2ccc(-c3nnco3)cc2)c(Cl)c1	13%	-1.8	-1%	1	1%	-5%	0%	0.5
CCOC(=O)c1[nH]c2ccccc2c1NC(=O)C(CC)CC	-9%	-3.1	-5%	0	-11%	6%	-14%	-3.3
COc1ccc(/C=C/C(=O)NNc2cc(=O)n(C)c(=O)n2C)cc1OC	15%	-3.8	-3%	3	-11%	6%	1%	1.9
CC(NS(=O)(=O)OCC(Cl)(Cl)Cl)c1ccc(Br)cc1 (stereo not drawn)	-7%	-2.5	0%	-3	-8%	16%	-19%	-3.5
COc1cccc(C2=CC(=O)C[C@H](c3ccc(Cl)cc3)C2)c1OC	1%	-4.7	-2%	7	-6%	12%	-7%	0.6
O=C(NCCCN1CCCCCC1)c1ccc2c(c1)NC(=O)C(N1CCOCC1)S2 (stereo not drawn)	-14%	-0.4	-5%	-9	13%	8%	0%	-2.4
O=C(NNc1ccc(O)cc1)c1ccc(Br)cc1	-6%	0.3	-28%	-21	-5%	7%	1%	1.0
COc1ccc(CNC(=O)[C@H](Cc2c[nH]c3ccccc23)NC(=O)[C@@H]2Cc3ccccc3CN2)cc1	-6%	-3.0	-4%	-5	-10%	14%	5%	-1.4
COc1cccc(CNC(=O)c2ccccc2C(=O)NC(C)(C)C(=O)NCc2cccc(OC)c2)c1	4%	-1.6	-7%	6	9%	4%	-7%	-0.9

Compound profiles, from the list above. Order of values: WRN inhibitor	IL2 activator	PLK1 PBD inh	PI5P4Ka inh	EPAC1 antag	EPAC2 ag	EPAC1 ag	CCT chaperon mod
Profile of FC(F)(F)c1cnc(Oc2ccc(-c3nnco3)cc2)c(Cl)c1 : 13%	-1.8	-1%	1	1%	-5%	0%	0.5
Profile of O=C(NNc1ccc(O)cc1)c1ccc(Br)cc1 : -6%	0.3	-28%	-21	-5%	7%	1%	1.0

Structures above that contain an aryl methoxy group:
SMILES	WRN inhibitor	IL2 activator	PLK1 PBD inh	PI5P4Ka inh	EPAC1 antag	EPAC2 ag	EPAC1 ag	CCT chaperon mod
COc1ccc(C)cc1NC(=O)C(OC(=O)c1cc(C)oc1C)c1ccccc1 (stereo not drawn)	0%	-3.3	-5%	2	-5%	-12%	5%	1.4
COc1ccc(/C=C/C(=O)NNc2cc(=O)n(C)c(=O)n2C)cc1OC	15%	-3.8	-3%	3	-11%	6%	1%	1.9
COc1cccc(C2=CC(=O)C[C@H](c3ccc(Cl)cc3)C2)c1OC	1%	-4.7	-2%	7	-6%	12%	-7%	0.6
COc1ccc(CNC(=O)[C@H](Cc2c[nH]c3ccccc23)NC(=O)[C@@H]2Cc3ccccc3CN2)cc1	-6%	-3.0	-4%	-5	-10%	14%	5%	-1.4
COc1cccc(CNC(=O)c2ccccc2C(=O)NC(C)(C)C(=O)NCc2cccc(OC)c2)c1	4%	-1.6	-7%	6	9%	4%	-7%	-0.9

(continued)
SMILES	WRN inhibitor	IL2 activator	PLK1 PBD inh	PI5P4Ka inh	EPAC1 antag	EPAC2 ag	EPAC1 ag	CCT chaperon mod
CSc1ccccc1C(=O)NC1CCSc2ccccc21 (stereo not drawn)	-21%	1.3	-7%	-7	-5%	3%	9%	-2.2
CCc1cc2c(NCC3CCCO3)nc(C)nc2s1 (stereo not drawn)	2%	-0.4	0%	4	-18%	-82%[15.6 µM]	-16%	-0.2
COc1cc(/C=N/n2nnnc2N)ccc1O	1%	-0.2	-6%	-10	4%	5%	-3%	-2.8
COc1ccc2[nH]cc(C=O)c2c1	-1%	-2.4	-17%	1	1%	4%	1%	0.6
Cc1cc(-c2ccncc2)n2ncc(-c3ccccc3)c2n1	-5%	0.0	-14%	-4	-9%	7%	-3%	0.7
CCCC(C)n1[nH]c(=O)cc1N (stereo not drawn)	6%	-1.1	-6%	-3	-9%	-9%	6%	1.0
Cc1noc(C)c1C(=O)N1CCC1(C)C(=O)NS(=O)(=O)c1cccs1 (stereo not drawn)	1%	2.1	-1%	1	7%	9%	-11%	-1.3
CCOC(=O)N1CCC(N2Cc3cccc(C(=O)Nc4ccc(OC)c(OC)c4)c3C2=O)CC1	-14%	-0.4	-3%	-14	-10%	-1%	-4%	0.7
CCOC(=O)c1c(-c2ccccc2)csc1NC(=O)c1cc2ccccc2oc1=O	7%	-0.2	-8%	0	-4%	2%	-4%	-3.7
CC(C)n1nnnc1C1c2ccccc2C(=O)N1Cc1ccccc1 (stereo not drawn)	0%	-0.3	-2%	-2	-19%	8%	8%	-0.2
COc1ccc(Nc2nc3ccccc3c(=O)s2)c(OC)c1	3%	-0.2	-1%	-5	0%	-8%	-4%	-0.6
Cc1cc(OCC(=O)NCCCN2CCCC2=O)c2c(C)cc(=O)oc2c1	-3%	1.8	-7%	-3	4%	3%	-5%	0.1
O=C(N/N=C\c1ccc(CNS(=O)(=O)c2ccccc2)o1)C(=O)Nc1ccc(F)cc1	-9%	-0.4	2%	-4	-19%	-8%	-11%	-0.2
Cc1sc(NC(=O)CCC(=O)O)c(C#N)c1C	-5%	1.3	-4%	11	-2%	4%	9%	-0.1
CN(C)S(=O)(=O)c1ccc(NC(=O)CCNC(=O)c2ccco2)cc1	-20%	-3.9	1%	0	-12%	2%	-7%	0.9
Cn1c(=O)c(Oc2ccc(Cl)cc2)c(O)c2ccccc21	-2%	4.3	-9%	7	-3%	19%	0%	0.1
COc1ccc(CNC(=O)C[C@H]2C(=O)N(c3ccccc3)C[C@@H]2Cc2ccccc2)cc1	2%	-0.3	4%	0	-9%	1%	5%	0.4
NNc1nc2c(F)cc(F)cc2s1	8%	-1.1	-2%	-2	-15%	-3%	5%	-0.2
O=C(c1ccccn1)c1conc1C(=O)c1ccc(Br)cc1	-14%	-1.8	4%	/	-15%	20%	22%	-2.0
CCOc1ccc(OCCCC(=O)N(C)CC(=O)Nc2ccccc2Br)cc1	-10%	0.8	1%	7	-11%	2%	3%	0.0
COC(=O)C1(NC(=O)CNC(=O)OCc2ccccc2)CCCC1	-5%	-0.1	9%	0	-18%	0%	-5%	2.4
O=C(NC1CCCC1)C1C(c2ccc(C(F)(F)F)cc2)=Nc2ccccc2N1C(=O)c1cc2ccccc2[nH]1 (stereo not drawn)	-9%	-0.2	-2%	4	-11%	-13%	-14%	/
Cc1cc(C)n2nc(SCC(=O)N(C(C)C)C(C)C)nc2n1	-6%	-0.5	-2%	0	5%	4%	0%	1.0
O=C(O)CCCC(=O)NCc1c(Cl)cccc1Sc1ccc(Cl)cc1	3%	-3.7	-1%	-5	-14%	5%	1%	0.3
FC(F)(F)c1ccc(-c2nnc(-c3ccccn3)c(-c3ccccn3)n2)nc1	-18%	2.2	-1%	-1	-12%	1%	-3%	-16
COc1ccc(OC)c(NC(=O)Nc2nc(CN(C)C)cs2)c1	-12%	0.9	-2%	2	0%	-4%	1%	-1.0
C=CCn1c(SCC(=O)NC23CC4CC(CC(C4)C2)C3)nc(O)cc1=O	-12%	-0.3	-6%	4	-10%	22%	-6%	-1.6
Cc1cc(NC(=O)c2cc(-c3ccc(C)c(C)c3)nc3ccccc23)no1	-3%	0.1	-8%	6	13%	-4%	19%	-2.8
Cc1nonc1NC(=O)CSc1nc(CCC2CCCC2)nc2ccccc12	-5%	0.2	-11%	7	-1%	3%	4%	-0.2
COc1ccccc1CNC(=O)C1CC(c2ccc([N+](=O)[O-])cc2)=NO1 (stereo not drawn)	-2%	1.0	-2%	7	0%	6%	8%	-0.4
O=C(Cn1nc(-c2ccccc2)ccc1=O)Nc1ccc(N2CCN(C(=O)c3cccs3)CC2)cc1	-28%	-5.3	-4%	0	-12%	4%	-6%	2.0
Cc1ccc(NC(=O)CNC(=O)COc2ccccc2)nc1	-4%	0.5	-7%	-9	3%	11%	-19%	-10
COc1ccccc1NC(=O)c1ccc2c(c1)OCO2	-1%	-2.5	-1%	-3	0%	3%	3%	-0.1
COc1ccc(NC(=O)CN2CCC3(O)CCCCC3C2c2cc(OC)ccc2OC)cc1 (stereo not drawn)	-7%	-0.6	0%	3	0%	-14%	0%	1.8
Cc1nc2c(Cl)c(C)nn2c2c1CCC2	0%[57.1 µM]	-1.9	3%	1	-12%	2%	-1%	-0.4
COc1ccc(CCNC(=O)c2ccc(CN3CCC(Cc4ccccc4)CC3)cc2)cc1	3%	-0.5	-7%	1	-2%	-7%	0%	0.8

Some values from the entries so far:
EPAC2 ag, `O=C(Cn1nc(-c2ccccc2)ccc1=O)Nc1ccc(N2CCN(C(=O)c3cccs3)CC2)cc1` → 4%
IL2 activator, `Cc1nc2c(Cl)c(C)nn2c2c1CCC2` → -1.9
PI5P4Ka inh, `COc1ccc(OC)c(NC(=O)Nc2nc(CN(C)C)cs2)c1` → 2
IL2 activator, `Cc1nonc1NC(=O)CSc1nc(CCC2CCCC2)nc2ccccc12` → 0.2

Next section:
SMILES	WRN inhibitor	IL2 activator	PLK1 PBD inh	PI5P4Ka inh	EPAC1 antag	EPAC2 ag	EPAC1 ag	CCT chaperon mod
Cc1ccc(C(=O)N/C(=C/c2ccco2)C(=O)O)cc1	-31%[57.1 µM]	0.1	-10%	-11	-14%	-1%	9%	-0.6
FC(F)(F)c1cnc(-c2cnc(-c3ccccn3)nc2)c(Cl)c1	-4%[57.1 µM]	-0.7	-10%	7	5%	3%	-3%	-16
CCOCC(=O)N1CCN(c2ccc(F)cc2)CC1	-3%	-0.8	-5%	6	-5%	0%	8%	-2.9
CC(C)(C)OC(=O)NNC(=O)c1ccc(Cl)cc1	-2%	2.4	-4%	4	2%	-2%	8%	-0.1
CCOc1ccc(-c2noc(-c3csc([C@@H]4O[C@H](CO)[C@H](O)[C@H](O)[C@H]4O)n3)n2)cc1	1%	-0.1	-10%	-1	1%	7%	15%	1.9
CC(C)CC(=O)N1CCN(Cc2cccc([N+](=O)[O-])c2)CC1	0%	0.0	-13%	4	10%	14%	11%	-4.2
CC(=O)Nc1cc2c(cc1C(=O)c1ccc(C)cc1)OCCO2	-7%	0.4	-6%	-7	-11%	12%	4%	-2.3
Cn1c(=O)oc2cc(S(=O)(=O)Nc3ccccc3)ccc21	-6%	-1.9	21µM*	-55*	2%	-2%	8%	1.5
CC(=O)Nc1ccc(NC(=O)c2cc(C)nn2-c2ccccc2)cc1	12%	-3.2	0%	/	14%	5%	0%	-0.3
